Screening results deposited in PubChem by National Center for Advancing Translational Sciences (NCATS).
DRD3 agonist = D3 dopamine receptor (human) agonism. D3R DiscoveRx beta-arrestin cells, luminescence, 90 min. 410,000 compounds, 0.58% hits. P35462. max activation, %; in the data active = max activation above about 30%; also: 0% is about no effect; mostly tested at two doses, the higher about 12 µM
Target sequence (P35462 whole entry, looked up): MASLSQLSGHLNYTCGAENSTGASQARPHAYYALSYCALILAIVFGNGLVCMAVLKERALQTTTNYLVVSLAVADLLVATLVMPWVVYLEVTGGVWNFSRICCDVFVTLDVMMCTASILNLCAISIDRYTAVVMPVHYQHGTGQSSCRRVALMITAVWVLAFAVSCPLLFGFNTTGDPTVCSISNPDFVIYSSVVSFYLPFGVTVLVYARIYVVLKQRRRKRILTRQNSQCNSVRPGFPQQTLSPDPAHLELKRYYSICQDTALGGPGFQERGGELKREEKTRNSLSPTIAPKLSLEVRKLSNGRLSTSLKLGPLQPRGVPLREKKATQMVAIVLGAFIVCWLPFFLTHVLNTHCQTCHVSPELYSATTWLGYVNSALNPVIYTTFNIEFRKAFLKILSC
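Agonist-mode cell screen: cells plated at 1500/well and incubated overnight at 37 °C, then exposed to library compounds for 90 min at 37 °C. Detection reagent was added for 30–60 min at room temperature, and luminescence was read.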
IL-1B inflam inh = blocks inflammasome-driven IL-1 beta release; activity change, % at 57.5 µM; THP-1 LPS/ATP IL-1B secretion, AlphaLISA, 16 h; hits give low values; 360,000 compounds, 4.7% hits; in the data active = activity change below about -50%; inconclusive = mostly about -30% to -49%; also: % is scaled to controls: 0 for no effect and ±100 for the full control effect
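THP-1 cells pretreated 1 hr with compounds (up to 57.5 uM final), then stimulated with LPS (250 ng/mL final) plus ATP (1.25 mM final); secreted IL-1B measured by AlphaLISA after 16 hr, decreased signal indicating inhibition.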
GLP1R ag = GLP-1 receptor (human) agonism; P43220; HEK293 GLP-1R CRE-luciferase, luminescence, 4-6 h; cells express a hypersensitive GLP-1R form; Potency, µM (highest dose often 45.6 µM), without a hit: top-dose activation, hits mostly activators; 380,000 compounds, 0.007% hits; AID 624172; also: potency is read from the fitted curve at half-maximal effect; % of control where 0% means no effect
Target sequence (P43220 whole entry, looked up): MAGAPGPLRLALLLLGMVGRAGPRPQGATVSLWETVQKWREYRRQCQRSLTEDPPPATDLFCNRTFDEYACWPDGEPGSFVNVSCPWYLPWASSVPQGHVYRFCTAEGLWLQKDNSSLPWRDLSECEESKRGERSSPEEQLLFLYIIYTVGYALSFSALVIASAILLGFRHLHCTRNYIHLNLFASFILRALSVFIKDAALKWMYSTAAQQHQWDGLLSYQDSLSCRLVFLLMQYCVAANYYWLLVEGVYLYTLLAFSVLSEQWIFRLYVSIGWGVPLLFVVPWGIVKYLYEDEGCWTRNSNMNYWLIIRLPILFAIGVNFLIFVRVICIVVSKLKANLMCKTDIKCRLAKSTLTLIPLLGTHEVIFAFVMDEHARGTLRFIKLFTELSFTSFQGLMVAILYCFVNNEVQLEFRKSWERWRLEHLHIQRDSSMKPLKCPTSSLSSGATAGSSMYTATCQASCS
HT1080 IDH1KD tx = toxicity to HT-1080 IDH1 knockdown cells (counter line); HT-1080 IDH1 knockdown viability, ATP luminescence, 48 h; AID 686971; Potency, µM (titrated, usually from 46.1 µM), for the others: at the top dose activity, negative = toxicity, usual class: cytotoxic; 360,000 compounds, 2% hits;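 also: potency is read from the fitted curve at half-maximal effect; 0% = DMSO wells and -100% = cell-free medium wells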
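Cytotoxicity counter-line: IDH1KD HT-1080, 48 h, CellTiter-Glo. Curves classed by r2, magnitude and activity.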
KB-V1 MDR tox = KB-V1 MDR subline cytotoxicity | KB-V1 MDR cells viability, CellTiter-Glo, 72 h | Potency, µM (series often up to 46.1 µM), for the others: at the highest dose activity change, negative = cytotoxicity, usual class: cytotoxic | 400,000 compounds, 3.4% hits | AID 1347076; also: potency is read from the fitted curve at half-maximal effect; % is scaled to controls: 0 for no effect and ±100 for the full control effect; nearly all actives have a fitted effect of over 60% in size
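In this primary screen, KB-V1 cells overexpressing P-gp are incubated with library compounds (lowest to highest concentration) for 72 h at 37 degrees C before a luminescent ATP viability read.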
HT1080NT lethal = kills 2HG-producing HT-1080-NT fibrosarcoma cells. HT-1080-NT fibrosarcoma viability, CellTiter-Glo ATP luminescence, 48 h. Potency, µM (top dose mostly 46.1 µM), without a hit: at the highest dose activity, negative = less viability, usual class: cytotoxic. 360,000 compounds, 1.6% hits;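 also: NT is the 2HG producing partner of a matched IDH1 knockdown line; potency is read from the fitted curve at half-maximal effect; 0% = DMSO-treated cells and -100% = media-only wells without cells; nearly all actives have a fitted effect of over 55% in size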
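Viability of the 2HG-overproducing fibrosarcoma line after 48 hours of compound exposure at 37 degrees C was determined by luminescence with CellTiter-Glo, and concentration-effect curves were then fitted and categorized.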
SW480 rerep = inducers of DNA re-replication in SW480 colon cancer cells; Potency, µM (highest dose often 46.1 µM), without a hit: at the top dose re-replication activation, actives largely listed as activators; 340,000 compounds, 1.8% hits; AID 624297; SW480 DNA re-replication, Hoechst DNA content imaging, 48 h; also: potency is read from the fitted curve at half-maximal effect; % of control where 0% means no effect; nearly all actives have a fitted effect of over 55% in size
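Treated cells incubate 48 hr (37 C, 5% CO2), are stained 40 min with Hoechst, and nuclear fluorescence is enumerated; a rise in nuclei with high DNA signal marks re-replication.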
KB-3-1 tox = kills parental KB-3-1 adenocarcinoma cells; KB-3-1 viability, CellTiter-Glo ATP luminescence, 72 h; Potency, µM (doses to about 46.1 µM), without a hit: at the highest dose activity change, negative = cytotoxic, most hits filed as cytotoxic; 400,000 compounds, 1.4% hits; also: potency is read from the fitted curve at half-maximal effect; % is scaled to controls: 0 for no effect and ±100 for the full control effect; nearly all actives have a fitted effect of over 60% in size
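Cytotoxicity measured as CellTiter-Glo luminescence after 72 h at 37 C. Compound titrations were pinned onto drug-naive KB-3-1 parental adenocarcinoma cells grown in DMEM with 10% FBS, and normalized data fitted to concentration-response curves.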
DRD3 antagonist = D3 dopamine receptor (human) antagonism | 360,000 compounds, 2.5% hits | P35462 | max response, negative = inhibition, % | D3R cells, DiscoveRx beta-arrestin luminescence, antagonist mode; hits give low values; in the data active = max response below about -50%; inconclusive = no clear call, values can overlap the other calls; also: % is scaled to controls: 0 for no effect and ±100 for the full control effect; mostly tested at two doses, the higher about 12 µM
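Cells expressing the human receptor were seeded at 1500 cells/well, incubated overnight at 37 degrees C in 5% CO2, then exposed to library compounds with dopamine controls for 90 minutes at 37 degrees C before luminescent detection.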
Numbers without * were called inactive; ? = inconclusive; · = no result given; [ ] = dose if it differs, or a comment. Unless noted, calls follow the shape of the dose curve; as a rule, active = well fitted curve in the direction sought with a large enough effect; inconclusive = small, poorly fitted or top-dose-only effect, or another doubt; inactive = no such curve, though single readings can be large; an effect the other way counts as inactive or inconclusive.

Values in the order – DRD3 agonist	IL-1B inflam inh	GLP1R ag	HT1080 IDH1KD tx	KB-V1 MDR tox	HT1080NT lethal	SW480 rerep	KB-3-1 tox	DRD3 antagonist
- CCCc1nc2ccccc2c(NC(=O)CN(CC)CC)c1CC
  -10	17	17%	0%	-14%	0%	-2%	-8%	-27
- Cc1cccc(C)c1NC(=O)CCCSc1nnnn1C
  -6	20	-7%	8%	?	1%	0%	0%	-4
- CCOCCn1c(SC(C)C(C)=O)nc2c1c(=O)[nH]c(=O)n2C (stereo not drawn)
  -7	17	16%	1%	12%	3%	-6%	11%	12
- CCOC(=O)CSc1nnc(CSc2nc(C)cc(C)n2)n1Cc1ccco1
  1	49	8%	14%	-1%	12%	0%	-2%	11
- CCC(C)c1ccc(NC(=S)NCc2cccs2)cc1 (stereo not drawn)
  -6	0	0%	?	-14%	?	?	9%	-14
- CCN(Cc1ccccc1)C(=O)CSc1nc(C)cc(C)c1C#N
  -5	-10	25%	0%	?	-7%	1%	-1%	2
- COc1ccc(Cn2c(=O)c3[nH]cnc3n(-c3ccc(C)cc3)c2=O)cc1
  -8	-14	13%	-15%	-11%	-15%	-2%	-15%	7
- C=CCn1c(-c2cccc(OCC)c2)n[nH]c1=S
  9	29	8%	15%	-12%	20%	-7%	-8%	2
- Cc1cc(-c2nnc(CCC(=O)NCc3ccc(F)c(F)c3)o2)no1
  -3	54	-2%	0%	6%	-3%	-10%	3%	-9
- Cc1ccc(CNC(=O)C2CCCN2C(=O)Nc2cccc(Cl)c2)cc1 (stereo not drawn)
  -4	3	-4%	8%	-1%	2%	0%	-1%	9
- CCOC(=O)C1=CN(Cc2ccco2)S(=O)(=O)N(CC)C1c1ccc(C(F)(F)F)cc1 (stereo not drawn)
  -6	-7	12%	2%	0%	-3%	?	0%	-10
- O=C(COc1ccc2ccccc2c1Br)Nc1ncn[nH]1
  -23	-28	5%	-4%	-7%	6%	?	-28%	25
- CC(C)CC(=O)NN1CCCCC1
  -2	4	-2%	5%	16%	9%	-4%	14%	19
- Cc1ccc2nc(-c3ccc(NS(=O)(=O)c4ccccc4)cc3)sc2c1
  13	-15	10%	-22%	1%	-15%	8%	4%	9
- CCCC(C)C(=O)Nc1ccc(Cl)cn1 (stereo not drawn)
  1	-10	-6%	-14%	-1%	-15%	-8%	4%	-8
- CCn1c2ccccc2c2cc(/C=N/O)ccc21
  1	-12	-2%	-6%	12µM*	-10%	4.1µM*	-10%	14
- CC(C)(C)C1c2[nH]c3ccccc3c2CCN1CCCn1cccn1 (stereo not drawn)
  13	-28	20%	-13%	-17%	-4%	8%	0%	-3
- N/C(CCN1CCOCC1)=N/O
  3	7	-4%	13%	30%	5%	-11%	9%	-8
- O=C(Nc1ncccc1O)c1ccc(C(=O)c2ccccc2)cc1
  0	18	-3%	-18%	23µM*	-19%	0%	?	0
- O=C(COc1ccc(Br)cc1CNC1CCCCC1)NCCc1ccccc1
  -20	-97*	0%	18µM*	?	23µM*	?	?	-19
- CCOC(=O)c1c(C)nc2ccccc2c1C
  0	-12	4%	12%	8%	16%	-3%	12%	34
- Cc1c(NC(=O)Nc2cccc(Cl)c2)c(=O)n(-c2ccccc2)n1C
  3	-5	-3%	9%	15%	0%	-4%	-4%	10
- COc1ccc([C@H]2CC(=O)C=C(c3cc4ccccc4s3)C2)cc1
  2	?	2%	13%	-10%	10%	-11%	?	?
- COc1cc(-c2nnc(SCC(=O)N3CCCC3)o2)cc(OC)c1OC
  7	-1	3%	9%	0%	13%	-1%	20%	17
- Cc1ccc(S(=O)(=O)Nc2ccc(-c3nnc(SCC#N)n3C)cc2)cc1
  0	?	3%	-3%	-13%	-10%	-4%	-9%	1
- O=C(N/N=C\c1ccc([N+](=O)[O-])s1)C1COc2ccccc2O1 (stereo not drawn)
  2	-53*	-3%	-6%	-31%	?	1%	0%	-11
- CC(NC(=O)Nc1ncccn1)(C(F)(F)F)C(F)(F)F
  -1	-5	-1%	10%	2%	4%	-10%	-5%	-6
- O=C1Nc2ccccc2-n2nnnc2C1N1CCN(c2ccc(C(F)(F)F)cc2[N+](=O)[O-])CC1 (stereo not drawn)
  -9	1	·	?	?	?	·	-25%	?
- CC1CC(C)CN(C(=O)CCc2ccccc2)C1 (stereo not drawn)
  -5	0	6%	11%	11%	21%	-2%	-10%	-6
- CCN(CC(=O)Nc1c(F)cccc1F)C(=O)c1cccc(S(=O)(=O)N2CCN(c3ccccc3)CC2)c1
  6	-5	-12%	1%	0%	-2%	3%	-1%	-8
- CCn1c(SCC(N)=O)nc2sc3c(c2c1=O)CCCC3
  4	-12	22%	-9%	-4%	-20%	-8%[9.22 µM]	13%	6
- CCC(=O)NC(=S)Nc1ccc(NC(=O)c2cccnc2)cc1
  0	-21	7%	22%	3%	13%	-3%	-1%	1
- Cc1ccc(SCC(=O)N2CCN(c3ccc(F)cc3)CC2)cc1
  2	-12	-2%	17%	-13%	25%	3%[1.84 µM]	-1%	4
- CC(OC(=O)/C=C/c1ccccc1)C(=O)Nc1cccc(C#N)c1 (stereo not drawn)
  -24	32	9%	-23%	-15%	?	?	?	-1
- O=C1C2C3C=CC(C4CC34)C2C(=O)N1/N=C/c1ccc(-c2ccccc2[N+](=O)[O-])o1 (stereo not drawn)
  -10	5	8%	-17%	0%	-17%	10%	-3%	-13
- COc1ccc(CCNC(=O)CN2CCN(c3ccccc3Cl)CC2)cc1
  0	-6	4%	?	-8%	-22%	2%	2%	90
- COc1ccc(NC(=O)CSc2nnc(CN3CCOCC3)n2C)cc1Cl
  -2	0	5%	-4%	-2%	0%	1%	9%	-5
- CS(=O)(=O)c1ccc(Cl)c(NC(=O)c2cccc(-n3cnnn3)c2)c1
  -6	4	12%	-5%	-6%	-11%	-4%	?	-7
- COCCCNC(=O)Cn1cc(/C=C(\C#N)C(=O)NC2CCCC2)c2ccccc21
  -3	?	-1%	6%	-2%	5%	4%	1%	-13
- COc1ccccc1C1NC(c2ccccc2OC)C(C)C(=O)C1C (stereo not drawn)
  -13	2	-6%	-13%	-5%	6%	-11%	?	-20
- COc1ccccc1NCN1C(=O)CCC1=O
  2	33	-2%	5%	0%	-1%	-5%	16%	14
- CCCn1c(C)cc(C(=O)CN2C(=O)NC3(CCCCCC3)C2=O)c1C
  2	31	1%	1%	?	0%	·	-1%	15
- COP(=O)(OC)OC(C(=O)c1ccccc1)c1ccccc1 (stereo not drawn)
  7	15	·	3%	-6%	-5%	·	-9%	4
- O=C(CSC1=NCCS1)N1CCc2ccccc21
  -3	-9	-2%	8%	2%	12%	-6%[9.22 µM]	-21%	?
- CCOC(=O)c1cnc2c(Cl)cccc2c1NCCCN1CCOCC1
  -3	-14	12%	-4%	3%	-11%	-9%	-1%	11
- O=C1CC(c2ccco2)CC(O)=C1C=NCCO (stereo not drawn)
  1	3	-1%	5%	2%	12%	0%[9.22 µM]	14%	11
- COc1ccccc1OCC(=O)Nc1ccc(C(=O)Nc2ccccc2C(=O)O)cc1
  7	25	-5%	-1%	23%	-13%	·	13%	72
- O=C1CC(c2ccccc2)CN1Cc1ccccc1 (stereo not drawn)
  4	16	-14%	?	-1%	-11%	?	?	25
- O=C(NCC1CCCO1)c1sc2cc(Cl)ccc2c1Cl (stereo not drawn)
  -16	0	4%	22%	3%	?	0%	-2%	19
- CC1CCc2cccc3c2N1c1cc(C#N)c(C#N)cc1O3 (stereo not drawn)
  6	-12	20%	-1%	?	10%[9.24 µM]	21%	7.3µM*	-11
- Cc1nnc(SCC(=O)N2CC(C)OC(C)C2)n1-c1ccccc1 (stereo not drawn)
  -2	11	-1%	5%	19%	11%	-2%	4%	7
- CS(=O)(=O)N(CC(=O)NC1CCCC1)c1cccc(F)c1
  2	-15	2%	24%	-15%	8%	-5%	9%	13
- CCN(CC)CCCOc1ccc(Cl)c(Cl)c1
  -18	-73*	-1%	-20%	-2%	-2%	-8%	-1%	-29
- O=C(Cc1ccccc1)N/N=C/c1ccc(Cl)cc1Cl
  -11	5	-1%	-9%	23µM*	-13%	0%	1%	-16
- Cc1ccc(S(=O)(=O)NC(CC(=O)N2CCOCC2)c2ccco2)cc1 (stereo not drawn)
  0	19	-13%	21%	10%	11%	-6%	0%	6
- O=C(O)C1CCN(S(=O)(=O)c2ccc(N3CCC(O)CC3)c([N+](=O)[O-])c2)CC1
  0	0	1%	3%	·	9%	3%	·	14
- O=C1CC(c2ccc(F)cc2)C2=C(CCCC2=O)N1 (stereo not drawn)
  6	-16	-8%	18%	-2%	12%	-7%	1%	-22
- CC(C)CCNC(=O)C(C)N(Cc1ccc(F)cc1)C(=O)c1ccc(CN2CCOCC2)o1 (stereo not drawn)
  -4	16	3%	7%	?	9%	-4%	-26%	7

Given as tab-separated lines: part of the list above
SMILES	DRD3 agonist	IL-1B inflam inh	GLP1R ag	HT1080 IDH1KD tx	KB-V1 MDR tox	HT1080NT lethal	SW480 rerep	KB-3-1 tox	DRD3 antagonist
Cc1nnc(SCC(=O)N2CC(C)OC(C)C2)n1-c1ccccc1 (stereo not drawn)	-2	11	-1%	5%	19%	11%	-2%	4%	7
CS(=O)(=O)N(CC(=O)NC1CCCC1)c1cccc(F)c1	2	-15	2%	24%	-15%	8%	-5%	9%	13
CCN(CC)CCCOc1ccc(Cl)c(Cl)c1	-18	-73*	-1%	-20%	-2%	-2%	-8%	-1%	-29
